GAA850 FXN act – increases GAA850 frataxin promoter reporter activity; AID 540364; HEK293 lucGAA850 FXN promoter luciferase reporter, 24 h; percent of 10 µM SAHA response; hit rate 0.56% among 360,000; activation, % at 6 µM;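 active means activation above the average of all compounds screened plus 3 SD, cutoff fixed separately per campaign, cut at about 7.5% in these data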;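 further: 0% = DMSO wells and 100% = 10 µM SAHA wells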
hgDAF-12 ag – hgDAF-12 agonism, primary luciferase screen; HEK293 GAL4-hgDAF12 UAS-luciferase reporter, agonist luminescence; normalized to butyrate control; hit rate 1.8% among 370,000; AID 687014; activation, % at 6.8 µM;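 active means activation above a cutoff set at the mean of all screened compounds plus 3 SD, cut at about 10% in these data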;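 further: 0% = DMSO wells and 100% = sodium butyrate wells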
ADAM10 inh – inhibits human ADAM10 | inhibition, % at 7 µM | recombinant ADAM10, EDANS/DABCYL FRET peptide cleavage, 3 h | O14672 | hit rate 0.62% among 370,000;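 active means inhibition above a per-campaign cutoff equal to the mean of compounds falling between control-based bounds plus 3 SD, cut at about 20% in these data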;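 further: 0% = DMSO wells while the 100% control is not disclosed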
Target sequence (O14672 214-748 limits assumed): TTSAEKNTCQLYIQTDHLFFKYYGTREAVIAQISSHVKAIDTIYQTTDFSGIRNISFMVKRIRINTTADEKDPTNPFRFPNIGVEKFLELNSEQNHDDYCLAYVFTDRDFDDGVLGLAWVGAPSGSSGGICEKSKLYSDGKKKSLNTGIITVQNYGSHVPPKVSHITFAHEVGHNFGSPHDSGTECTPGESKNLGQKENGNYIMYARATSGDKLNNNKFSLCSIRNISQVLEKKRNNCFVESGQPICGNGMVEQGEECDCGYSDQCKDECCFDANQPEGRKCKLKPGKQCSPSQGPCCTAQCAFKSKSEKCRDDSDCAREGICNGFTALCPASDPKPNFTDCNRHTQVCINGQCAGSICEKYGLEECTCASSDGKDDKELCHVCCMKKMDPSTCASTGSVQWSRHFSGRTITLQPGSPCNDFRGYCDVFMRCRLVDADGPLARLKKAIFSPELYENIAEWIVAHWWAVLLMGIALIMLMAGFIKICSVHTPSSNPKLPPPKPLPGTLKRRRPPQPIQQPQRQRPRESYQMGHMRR
ssDAF-12 act – activators of S. stercoralis DAF-12 nuclear receptor; hit rate 1% among 370,000; activation, % at 6.8 µM; HEK293 ssDAF-12/GRIP1 lit1-tk-luc reporter, luminescence; % of 3 µM dafachronic acid response;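 active means activation above the mean over all tested compounds plus 3 SD, cut at about 0.9% in these data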;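 further: 0% = DMSO-only wells and 100% = 3 µM delta7-dafachronic acid wells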
DAX1 inh-1 – DAX1 (NR0B1) inhibition, primary screen. AID 652010. HEK293T StAR-luciferase reporter, SF-1/DAX-1 repression relief. hit rate 1.1% among 370,000. inhibition, % at 6.8 µM;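 active means inhibition above the mean over all tested compounds plus 3 SD, cut at about 3.6% in these data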;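 further: 0% = DAX-1 cells with DMSO and 100% = cells lacking DAX-1 with DMSO; higher inhibition means more luminescence from relief of DAX-1 repression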
hcDAF-12 act – H. contortus DAF-12 activation, primary screen; HEK293 hcDAF-12 lit1-tk-luc reporter, luminescence; 0% DMSO, 100% Δ7-dafachronic acid; activation, % at 6.8 µM; hit rate 1.4% among 370,000;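 active means activation above the mean of all tested compounds plus 3 SD, cut at about 5.5% in these data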;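 further: 100% = response to 3 µM Δ7-dafachronic acid high control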
SMARCA2 activ – activators of SMARCA2 function; MG213 cells, MMTV-luciferase reporter, dexamethasone, overnight; activation, % at 9.1 µM; hit rate 1% among 370,000; in the data active means activation above about 7.8%;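 further: 0% = vehicle wells and 100% = reference activator wells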
DAX1 inh-2 – inhibits human nuclear receptor DAX1; P51843; HEK293 Gal4-DAX1 luciferase reporter, luminescence; inhibition, % at 6.75 µM; hit rate 0.99% among 340,000; AID 504766;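 active means inhibition above the mean over all tested compounds plus 3 SD, cut at about 4.2% in these data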;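 further: 0% = DAX1-transfected cells with DMSO and 100% = empty-vector control cells with DMSO; inhibition shows as a rise in luminescence from relieved DAX1 repression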
Target sequence (P51843 207-470 limits assumed): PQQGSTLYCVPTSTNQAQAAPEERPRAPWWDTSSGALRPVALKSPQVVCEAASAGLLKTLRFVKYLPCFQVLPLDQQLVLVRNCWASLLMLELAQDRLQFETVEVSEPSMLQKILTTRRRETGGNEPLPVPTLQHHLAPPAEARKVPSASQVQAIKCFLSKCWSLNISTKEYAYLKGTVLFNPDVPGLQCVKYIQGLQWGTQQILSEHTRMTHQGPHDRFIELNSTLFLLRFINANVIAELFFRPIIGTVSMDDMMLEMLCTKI
NPR1 activator – GC-A (human) enzyme activation; P16066; HEK293 GC-A cells, cGMP TR-FRET, EC30 ANP; 0% at EC30 ANP, 100% saturating ANP; activation, % at 10 µM; hit rate 0.14% among 370,000; AID 1671463; in the data active means activation above about 40%
sPLA2-III inh – Blocks human group III sPLA2 activity | QFRET BODIPY PC-A2 liposome hydrolysis, fluorescence | AID 743126 | Q9NZ20 | inhibition, % at 12.2 µM | hit rate 0.56% among 370,000;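 active means inhibition above mean plus 3 SD of compounds lying within the high and low control bounds, cut at about 19% in these data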;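 further: 0% = median of test compound wells and 100% = no enzyme DMSO wells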
NPR2 activator – GC-B (human) receptor activation; P20594; HEK293-GC-B cells, CNP EC30, cGMP TR-FRET; 0% at EC30 CNP, 100% saturating CNP; activation, % at 10 µM; hit rate 0.11% among 370,000;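 active means activation at 10 µM reaching about 35% in either raw or pattern-adjusted values, limit read from the data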
Numbers without * were called inactive; i = inactive; . = not tested or not shown.

A first look, two compounds:
SMILES	GAA850 FXN act	hgDAF-12 ag	ADAM10 inh	ssDAF-12 act	DAX1 inh-1	hcDAF-12 act	SMARCA2 activ	DAX1 inh-2	NPR1 activator	sPLA2-III inh	NPR2 activator
CC(NCc1cccc(OCc2ccccc2)c1)C(O)c1ccccc1 (configuration not stated)	-1.2	-0.4	6	-1.7	-0.8	-2.5	0	-1.3	-8	-6	-7
CCOC(=O)C1CCN(C(=O)C2(NC(=O)Nc3ccc(F)cc3F)CCCCC2)CC1	2.4	0.7	0	-1.4	0.3	-1.9	-2	0.4	-4	0	5

The whole of this part (from the top)
SMILES	GAA850 FXN act	hgDAF-12 ag	ADAM10 inh	ssDAF-12 act	DAX1 inh-1	hcDAF-12 act	SMARCA2 activ	DAX1 inh-2	NPR1 activator	sPLA2-III inh	NPR2 activator
CC(NCc1cccc(OCc2ccccc2)c1)C(O)c1ccccc1 (configuration not stated)	-1.2	-0.4	6	-1.7	-0.8	-2.5	0	-1.3	-8	-6	-7
CCOC(=O)C1CCN(C(=O)C2(NC(=O)Nc3ccc(F)cc3F)CCCCC2)CC1	2.4	0.7	0	-1.4	0.3	-1.9	-2	0.4	-4	0	5
O=C1Nc2ccccc2N=C(c2ccccc2)c2ccccc21	0.7	2.7	3	-0.8	0.1	2.5	0	.	-9	-6	-2
COc1ccccc1CNC(=O)c1c(N)n(CCCN2CCOCC2)c2nc3ccccc3nc12	-0.9	-5.3	i	-1.1	-1.6	-0.5	-3	-0.6	13	-22	5
COc1ccccc1NC(=O)N(CCCN1CCOCC1)Cc1cc2cc3c(cc2[nH]c1=O)OCO3	-1.0	1.7	-60	-1.2	0.1	-1.4	0	-0.1	2	6	-3
Cc1ccc(NC(=O)c2c(C)nc(Nc3nc4ccccc4o3)nc2C)cc1	-1.1	-2.9	5	-1.0	-0.7	-2.5	6	-1.4	-2	7	-1
O=C(CN1CCN(S(=O)(=O)c2ccccc2)CC1)NC(=O)NC1CCCCC1	-2.0	-0.4	-2	-1.3	-0.7	-1.2	-4	0.5	0	0	3
CCOC(=O)C1(CC)NC(c2ccc(OC)c(OC)c2)C2C(=O)N(c3cccc(C(C)=O)c3)C(=O)C21 (configuration not stated)	0.1	-1.2	-13	-1.1	-0.5	-2.4	1	1.6	0	7	1
O=C(Cn1c(=O)oc2ccccc21)Nc1nc(-c2ccc(Br)cc2)cs1	1.3	0.8	5	-1.0	-0.2	-0.8	0	0.3	11	2	-3
O=C(NCc1ccco1)c1cccc(NS(=O)(=O)c2ccccc2F)c1	-0.2	2.1	-12	-0.3	-0.1	-0.6	-2	0.2	2	-5	7
CSc1ccc(CN2CCC(n3nccc3NC(=O)CCCc3ccccc3)CC2)cc1	-3.1	-4.1	3	-1.4	-0.7	-3.8	-3	-1.9	-3	-13	-3
O=C(Cc1cc(=O)[nH][nH]1)N/N=C/c1c(F)cccc1Cl	1.5	-1.4	-3	-1.2	-0.5	2.1	1	3.4	2	-14	-10
CCCCNC(=O)c1cc2c(=O)n3cccc(C)c3nc2n(Cc2ccncc2)c1=N	-3.2	2.5	i	-1.0	0.9	-0.4	9.7*	2.7	12	2	1
Nc1cc(C(=O)OCC(=O)NNC(=O)c2ccccc2)ccc1Cl	0.8	0.2	-46	-1.2	0.2	-0.2	3	0.0	1	-8	-2
CCN1C(=O)C(c2ccc(O)cc2)(c2ccc(O)cc2)c2ccccc21	1.7	-3.1	0	-1.2	-0.6	2.3	0	-0.5	-6	-30	-7
COc1ccc(-c2ccc(-c3noc(-c4ccc(OC)c(OC)c4)n3)c(OC)n2)cc1	.	-0.8	-13	-0.1	0.1	0.1	3	.	-2	1	4
COc1ccc([C@@H]2[C@@H]3C(=O)N(C(C)(C)C)C(=O)[C@@H]3[C@]3(Cc4ccccc4)C(=O)N(c4cccc(C)c4)C(=O)N23)cc1	-1.6	0.8	10	-1.0	0.1	0.8	3	0.5	-1	-27	0
CCOc1cc(CNC2CCCC2)cc(Cl)c1OCc1ccc(F)cc1	-5.8	0.7	-2	-0.7	-0.1	-1.8	-1	0.2	-6	5	-11
Cc1cc(N=Cc2cc(Cl)ccc2O)no1	1.0	-0.1	11	-0.8	0.1	0.7	-4	0.6	5	2	3
Cc1c(C)c(C)c(S(=O)(=O)NCCc2ccncc2)c(C)c1C	0.2	-1.7	-10	-1.2	0.6	-2.7	-3	-1.7	2	-6	-5
COc1ccc(/C=C(\NC(=O)c2ccc([N+](=O)[O-])cc2)C(=O)NCCCn2ccnc2)cc1	-0.4	-0.9	3	-0.8	0.0	-0.5	-2	0.2	3	-7	5
CCn1c(COc2ccc(C)cc2)nnc1SCC(=O)NCc1ccco1	0.1	-1.6	2	-1.1	0.7	-2.1	1	1.1	-1	-1	-3
COc1ccccc1-n1c(N)c(C(N)=O)sc1=S	-0.1	-1.1	-4	-0.3	-0.1	-0.5	-1	-0.3	3	4	2
Cc1nn(-c2ccccc2)c2sc(C(=O)NNC(=O)COc3ccccc3)cc12	-3.1	1.4	-38	1.6*	0.8	1.8	-1	1.0	-2	-15	-3
Cn1cc(CN2CCC(C(O)c3cccs3)CC2)c(-c2cccc(Cl)c2)n1 (configuration not stated)	1.3	3.3	-5	-0.1	-0.6	-1.6	-1	1.4	-2	-10	-3
CCc1ccc(OC(=O)Cc2ccc(OC)c(S(=O)(=O)N3CCOCC3)c2)cc1	0.1	-1.1	-15	-1.4	1.0	0.9	-4	0.2	2	12	3
COc1ccc(C2Oc3ccccc3N2C(C)=O)cc1 (configuration not stated)	3.3	1.7	4	-1.7	0.2	-0.1	-3	-2.2	4	-3	-10
O=C(CNS(=O)(=O)c1ccc2ccccc2c1)Nc1ccc(F)c(F)c1F	0.4	7.2	-4	-0.7	1.7	1.8	0	-0.7	1	-29	3
COc1cccc(CC(=O)N2CCC(n3nccc3NC(=O)C3CC3)CC2)c1	-0.4	-0.1	-9	-1.0	1.9	1.1	2	-0.2	4	0	4
N=c1c(S(=O)(=O)c2ccc(Br)cc2)cc2c(=O)n3ccccc3nc2n1Cc1ccco1	1.4	-3.9	i	-0.6	-0.3	-2.7	-1	-2.7	28	10	6
CCc1nc(NCCC(C)C)c2nnn(Cc3ccccc3)c2n1	2.8	-1.7	2	-0.8	-0.3	0.8	-1	0.8	4	-1	11
CN1C(C(=O)Nc2ccc(F)cc2F)=CC(c2ccco2)=NS1(=O)=O	0.8	-2.6	-17	-0.7	-0.6	-0.6	-1	-0.1	5	-7	-4
CCOC(=O)Cn1nc(C)n(-c2cccc(Cl)c2)c1=O	0.7	0.4	-1	-1.5	-0.7	0.5	4	-0.3	3	1	3
O=C(NC1CCN(C(=O)NCc2ccccc2)CC1)c1ccc(F)cc1	1.2	-0.3	-5	-1.1	0.6	-1.1	-2	-0.3	1	-4	4
CCn1c(SCC(=O)NCC(=O)Nc2ccc(F)cc2)nnc1-c1ccncc1	-0.6	0.9	-1	-0.8	0.2	1.7	-2	0.6	0	-1	0
Cc1ccc(S(=O)(=O)N(CC2CO2)c2ccccc2[N+](=O)[O-])cc1 (configuration not stated)	-1.2	2.1	2	-0.8	0.2	0.2	-2	-0.2	-5	-2	0
CN(C)c1ccc(NC(=S)N(CCc2ccccc2)C2CC(=O)N(c3c(Cl)cccc3Cl)C2=O)cc1 (configuration not stated)	0.2	0.0	11	-0.8	-0.7	-0.4	-3	-0.6	-9	-15	-1
CSCCC(NC(=O)OC(C)(C)C)C(=O)Oc1ccc2c(=O)c(-c3ccc4c(c3)OCCO4)coc2c1 (configuration not stated)	1.2	11*	-368	0.7	3.3	5.7*	3	-0.4	6	-5	0
O=C(Nc1ccc(N2CCOCC2)cc1)c1cccc(-n2cnnc2)c1	0.3	-1.8	7	-0.5	-0.6	-0.9	-2	-0.1	-8	6	-7
O=c1cc(Cl)[nH]c(=O)n1Cc1ccccc1	0.6	0.1	3	-1.1	-0.1	-1.2	-3	1.1	2	1	-1
CCCCCCCCN1C(=O)[C@H](CC(=O)NCC2CCCCC2)C[C@@]2(C(=O)OCC)CCC=C12	.	1.0	-4	-0.7	-0.8	2.6	-4	.	0	-11	-1
CC1CC(C)(C)NC(=S)N1CCC(=O)N1CCN(Cc2ccccc2)CC1 (configuration not stated)	0.5	2.6	6	-1.7	0.1	0.1	1	-0.8	2	8	4
Cc1ccc(C(O)c2ncc(-c3cccc4ccccc34)[nH]2)cc1F (configuration not stated)	0.4	-1.3	-65	-1.6	-0.1	-1.4	-3	.	-3	-6	-7
CCOC(=O)C1=C(COC(=O)c2ccc(OC(C)C)cc2)NC(=O)NC1C (configuration not stated)	1.7	-4.2	4	-1.6	-2.3	-0.9	-2	-0.9	9	-9	3
COc1cccc(C(=O)NC2CCCc3c2cnn3-c2ccc(C)c(C)c2)c1OC (configuration not stated)	-0.8	-3.2	17	-1.3	-0.2	-2.6	1	-0.8	1	2	2
Cc1cccc(C)c1NC(=O)C1(C)CCC(=O)N1C1CC1 (configuration not stated)	.	-0.3	-10	-0.9	-0.8	1.0	2	.	-1	8	1
COc1ccc(NC(=O)N2CCC(c3ccccc3)C2)c(OC)c1 (configuration not stated)	-2.5	-1.1	-9	-1.6	1.0	-0.2	-2	0.6	1	-2	-2
O=C(Nc1cccc(NC(=O)c2nccc3ccccc23)c1)c1ccco1	7.1	2.9	9	-1.0	0.1	-1.0	0	0.7	5	-5	4
O=C(COc1ccccc1F)Nc1cc(S(=O)(=O)N2CCOCC2)ccc1N1CCOCC1	-0.7	-2.9	-5	-1.4	-0.4	-1.2	-4	-1.3	2	1	3
O=C(/C=C/[C@H]1O[C@@H](n2cnc3c(NC(=O)c4ccccc4)ncnc32)[C@H](O)[C@@H]1O)NCc1ccc2c(c1)OCO2	.	-1.3	7	-0.5	0.6	0.1	-4	.	-1	3	2
COc1ccc(C2c3cc(OC)c(OC)cc3CCN2C(=O)c2ccccc2)cc1OC (configuration not stated)	-3.7	-3.5	8	-1.7	-0.2	-1.2	2	1.9	-15	2	-9
Cc1ccc(C)c(OCC(=O)O/N=C(\N)c2cccnc2)c1	1.0	1.3	1	-1.4	0.1	1.6	6	0.4	0	-9	-6
CCOC(=O)C1CCN(C(=O)CN(c2cc(OC)ccc2OC)S(=O)(=O)c2ccccc2)CC1	-4.1	-2.7	-15	-1.8	-0.7	-1.6	-2	0.6	-2	7	4
CCOC(=O)c1nnc(-c2ccc(C)cc2)nc1Sc1ccccc1Cl	1.5	1.1	-4	-0.5	0.7	3.0	0	0.3	-6	8	0
CN1CCN(CCCNC(=O)Cn2ncc3c4ccccc4n(C)c3c2=O)CC1	-0.2	1.1	-73	-0.7	1.6	-0.8	-1	-1.1	-1	0	1
CCC(=O)N(C)CCc1cc2c(c(OC)c1/C=N/NC(=O)c1ccccc1O)OCO2	3.4	2.6	10	-0.9	0.1	-0.2	-3	0.3	-2	7	-2
COc1cc2c(cc1OC)C(O)=CC(=O)C2=O	-0.3	-1.9	-7	-0.3	0.0	0.3	-3	-0.3	-8	7	-8
O=C(Nc1cccnc1Cl)c1cccc(S(=O)(=O)N2CCOCC2)c1	1.4	-2.8	0	-1.5	-0.1	-1.9	0	0.0	0	-2	1
